Screening results from PubChem.
CR mimetic SO: reduction of superoxide in aged yeast, primary screen, HTS; superoxide response (% of plate mean), % at 10 µM; S. cerevisiae aged cells, superoxide DHE fluorescence; stronger effect = lower value; 0.18% of 330,000 active; AID 2690, 2010;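 active = superoxide response under a set limit, about three screen SD below normal, cut at about 65% in these data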;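 note: yeast aged for seven days with compound at 30 °C before DHE staining; 100% = average MFI of all compound-treated wells on the plate with controls excluded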
MEX-5 binding: MEX-5 zinc finger RNA-binding disruptors – biochemical, C. elegans, fluorescence polarization, MLPCN library, primary screen; Zinc finger protein mex-5 (Caenorhabditis elegans), Q9XUB2; MEX-5/FITC-TCR2 RNA binding; stronger effect = lower value; activity score (negative = inhibition of binding), % at 10 µM; 0.38% of 300,000 active; AID 1832, 2009;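 active = inhibition past about -25% in most replicates, and total fluorescence under double the plate's negative control median, limit read from the data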;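 note: 0% = DMSO and -100% = 5 µM competing unlabeled TCR2 RNA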
Target sequence (Q9XUB2 whole entry, looked up): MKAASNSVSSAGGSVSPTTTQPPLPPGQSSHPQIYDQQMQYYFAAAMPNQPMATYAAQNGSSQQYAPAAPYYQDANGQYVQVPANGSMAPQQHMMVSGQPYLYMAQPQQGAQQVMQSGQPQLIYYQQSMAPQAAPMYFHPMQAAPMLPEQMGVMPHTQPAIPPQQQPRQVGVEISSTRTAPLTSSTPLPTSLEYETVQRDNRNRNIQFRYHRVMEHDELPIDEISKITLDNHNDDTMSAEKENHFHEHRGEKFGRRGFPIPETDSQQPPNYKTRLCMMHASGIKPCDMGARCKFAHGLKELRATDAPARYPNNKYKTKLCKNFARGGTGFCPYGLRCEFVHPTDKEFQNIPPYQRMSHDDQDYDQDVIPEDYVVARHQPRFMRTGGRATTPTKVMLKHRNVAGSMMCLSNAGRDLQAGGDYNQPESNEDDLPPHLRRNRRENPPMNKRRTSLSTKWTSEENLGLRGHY
CIT2 TOR yeast: modulators of CIT2-GFP expression in yeast, primary screen, S. cerevisiae, GFP fusion, multiplex flow cytometry, MLPCN library | S. cerevisiae CIT2-GFP strain, 3 h; 100 means same as DMSO wells | GFP response vs DMSO, % at 10 µM | 0.065% of 320,000 active | AID 2029, 2009;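 active = GFP response relative to DMSO above a set limit, near the screen mean plus 3 SD, cut at about 150% in these data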;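 note: ratio of well median GFP fluorescence to mean of DMSO wells on the plate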
GRK2 inh: compounds blocking aptamer binding on GRK2 – biochemical, human GRK2, bead flow cytometry, HTS, primary screen; FAM-aptamer displacement from GRK2; inhibition of aptamer binding, % at 10 µM; AID 488847, 2010; 0.59% of 330,000 active;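 active = inhibition of aptamer binding above 40%, roughly 3 SD of noise, on plates passing a quality check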;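 note: median bead fluorescence of bound FAM aptamer so fluorescent compounds give negative values; no value below 0 was filed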
VLA-4 inh: inhibition in human VLA-4 binding assay, primary screen, VLA-4 allosteric modulator project, MLPCN library, flow cytometry, VLA-4 expressing cells. Integrin alpha-4 (Homo sapiens), P13612. ligand binding flow cytometry. inhibition, % (about 7 µM as worked out from the volumes in the protocol). 0.2% of 330,000 active. AID 2557, 2010; in the data active = inhibition above about 50%
GLD-1 RNA inh: GLD-1/TGE RNA complex disruptors, primary screen, biochemical, fluorescence polarization; Female germline-specific tumor suppressor gld-1 (Caenorhabditis elegans), Q17339; purified GLD-1 + fluorescein TGE RNA; inhibition, % at 5.96 µM; 0.44% of 320,000 active;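 active = percent inhibition above a per-plate cutoff, the plate mean of test compounds plus 3 SD, cut at about 30% in these data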;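 note: 0% = DMSO wells with GLD-1 and probe and 100% = wells lacking GLD-1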
MCL1 BIM primary: inhibitors of MCL1 binding to BIM-BH3, primary screen, biochemical, fluorescence polarization. GST-MCL1 / FITC-Bim-BH3 fluorescence polarization. Induced myeloid leukemia cell differentiation protein Mcl-1 (Homo sapiens), Q07820. inhibition, % at 10.9 µM. 0.68% of 320,000 active. AID 2057, 2009;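 active = inhibition above the mean inhibition of all tested compounds plus 3 SD, set per campaign, cut at about 40% in these data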;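 note: 0% = DMSO wells and 100% = unlabeled Bim-BH3 peptide control; higher means more loss of mP so more displacement of Bim peptide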
Bcl-xL primary: inhibitors of human Bcl-xL, primary screen, biochemical, fluorescence polarization, HTS | 0.7% of 320,000 active | Bcl-2-like protein 1 (Homo sapiens), Q07817 | inhibition, % at 10.9 µM | GST-Bcl-xL / FITC-Bim BH3 peptide fluorescence polarization;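 active = inhibition above the mean of all tested compounds plus 3 SD, cutoff set per campaign, cut at about 30% in these data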;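 note: 0% = DMSO wells and 100% = unlabeled Bim-BH3 peptide competitor; inhibitors lower millipolarization by displacing the labeled peptide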
Target sequence (Q07817 whole entry, looked up): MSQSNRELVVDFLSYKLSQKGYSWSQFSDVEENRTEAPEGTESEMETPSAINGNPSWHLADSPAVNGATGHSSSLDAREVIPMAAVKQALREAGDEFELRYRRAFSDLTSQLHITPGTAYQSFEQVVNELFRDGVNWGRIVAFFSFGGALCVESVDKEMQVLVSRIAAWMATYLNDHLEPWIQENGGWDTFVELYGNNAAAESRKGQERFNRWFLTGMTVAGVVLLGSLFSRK
AGP1 TOR yeast: modulators of AGP1-GFP expression in yeast TOR pathway, primary screen, cell-based, multiplex flow cytometry, S. cerevisiae, MLPCN library. 3 h; GFP as percent of DMSO wells. GFP response vs DMSO, % at 10 µM. 0.02% of 320,000 active;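 active = GFP response relative to DMSO above a set limit, near screen average plus 3 SD, cut at about 150% in these data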;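 note: median GFP channel fluorescence of the gated AGP1 strain per well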
Active calls of the source: *; x = no result given. Rows are unselected; overall some 2.1% were active at least once.

SMILES	CR mimetic SO	MEX-5 binding	CIT2 TOR yeast	GRK2 inh	VLA-4 inh	GLD-1 RNA inh	MCL1 BIM primary	Bcl-xL primary	AGP1 TOR yeast
Cc1csc2nc(SCC(=O)N3CCN(c4ccccc4)CC3)[nH]c(=O)c12	109.1	-2.4	99.8	0.0	-1.9	-0.3	-5.1	4.2	107.1
O=C(Cc1ccccc1)NNC(=S)NC(=O)c1cccs1	93.7	x	111.0	0.0	3.2	8.1	12.5	5.1	123.5
O=C(/C=C/c1ccccc1)NNC(=O)c1cccnc1	117.2	-2.1	93.0	2.0	0.6	3.9	1.5	-0.8	93.7
CN(C)c1cccc(C(=O)N/C=C/n2cnc3cc(C(F)(F)F)ccc32)c1	103.3	1.4	98.6	0.0	-7.3	8.5	5.6	7.7	103.5
COc1ncnc2c1N=C1CC(C)(C)CC(N)=C1S2	98.6	-36.1*	93.9	1.0	-11.6	111.8*	190.9*	162.8*	94.3
CCOC(=O)C[C@H]1c2ccccc2S(=O)(=O)N1Cc1ccc(Cl)cc1	95.0	0.8	87.8	0.0	-2.6	-6.3	-0.1	6.2	91.9
COCCCNC(=O)CCCOc1ccccc1	95.1	0.9	107.6	2.0	6.2	8.7	1.4	1.2	109.7
Cc1cc(C)nc(NC(=O)c2ccc(Cl)cc2[N+](=O)[O-])c1	106.6	0.8	94.9	0.0	0.5	7.4	10.7	1.4	93.6
O=C(O)/C=C/C(=O)Nc1ccc(SC(F)(F)C(F)(F)C(F)(F)F)cc1	96.0	1.1	74.9	4.0	-9.2	-0.5	7.9	5.5	83.0
CCCn1c(=O)c(C(=O)NCCc2ccccc2)c(O)c2ccccc21	91.0	1.1	103.5	0.0	2.9	5.3	5.7	-0.4	99.2
COc1ccc(N2CCN(C(=O)c3ccccc3NS(=O)(=O)c3ccccc3)CC2)cc1	91.4	-1.3	91.7	2.0	-6.2	1.3	2.9	1.6	101.7
Cn1cc(Br)c(-c2cccc(NC(=O)CC(C)(C)CC(=O)O)c2)n1	92.8	-1.9	93.9	0.0	17.5	-1.2	-2.4	2.3	95.2
CCOC(=O)N1CCN(c2cc3nccnc3cc2F)CC1	97.3	-4.8	95.5	3.0	1.4	-0.9	0.6	3.0	91.9
O=C(O)CC1S/C(=N/N=C2CCCCC2)N(c2ccccc2)C1=O (centres undefined)	105.6	0.1	105.1	1.0	15.2	-4.2	-8.2	4.1	103.9
Cc1ccc(C2=NS(=O)(=O)N(C)C(C(=O)N(C)C3CCCCC3)=C2)cc1	117.0	-0.5	97.3	6.0	18.0	1.3	-6.3	0.2	100.5
CC(C)OC(=O)CSc1nc2c(c(C3CC=CCC3)c1C#N)CCC2 (centres undefined)	109.7	0.8	88.5	0.0	-6.2	2.8	6.8	4.0	93.8
CC1(C(=O)N2CCOCC2)CCCCC1	94.6	-3.1	92.7	0.0	10.1	x	x	x	92.7
Cc1ccc(C(=O)CC2(O)C(=O)N(Cc3ccccc3)c3ccccc32)o1 (centres undefined)	99.7	-0.6	95.4	3.0	11.4	10.8	-1.4	3.1	102.7
COc1ccc(S(=O)(=O)N(C)CC(=O)NCCCn2ccnc2)cc1Cl	99.5	2.0	98.5	0.0	-8.2	5.9	-1.7	1.2	103.8
CCOc1ccc(NC(=O)COC(=O)C2CC2C)cc1 (centres undefined)	112.7	x	106.5	2.0	13.8	-1.4	x	x	104.8
O=C(COC(=O)COc1ccccc1)NC1CCS(=O)(=O)C1 (centres undefined)	115.0	x	105.0	2.0	8.9	7.5	x	x	95.8
COc1cccc(/C=N/NC(=O)C(=O)N2CCCC2)c1	124.5	0.8	89.4	17.0	-1.6	9.3	-4.3	2.0	92.8
COc1ccc(Cl)cc1S(=O)(=O)N(C)CC(=O)NCCCn1ccnc1	98.8	0.2	105.2	3.0	4.0	9.7	2.3	7.4	102.4
COc1ccc(-c2cc(C(=O)NCCN3CCOCC3)c3cc(C(C)C)ccc3n2)cc1	124.1	2.7	98.0	1.0	0.6	1.4	1.8	5.0	109.0
CCOC(=O)Cn1c(C)[n+](CC(=O)c2ccccc2)c2ccccc21	65.5*	-0.8	109.7	0.0	8.2	7.5	-1.8	5.9	109.0
SMILES	CR mimetic SO	MEX-5 binding	CIT2 TOR yeast	GRK2 inh	VLA-4 inh	GLD-1 RNA inh	MCL1 BIM primary	Bcl-xL primary	AGP1 TOR yeast
CC(C)CN(c1ccccc1)S(=O)(=O)c1nnc(NC(=O)C(C)C)s1	81.8	-0.6	97.5	3.0	7.5	3.2	5.5	3.4	95.6
Cc1cccc(OCc2nnc(SCC(=O)Nc3nccs3)o2)c1	116.8	-12.7	90.1	2.0	-3.1	2.5	4.6	4.1	94.7
CCC(=O)Nc1ccc(C(=O)n2nc(C)cc2C)cc1	100.8	0.6	101.2	0.0	14.5	-3.2	1.4	7.8	99.5
CCOC(=O)c1c(NC(=O)C2C3C=CC(C3)C2(C)C(=O)O)sc2c1CCCC2 (centres undefined)	99.2	0.7	93.3	64.0*	4.7	-0.8	17.1	3.5	90.5
Cc1nc2scc(C)n2c(=O)c1S(=O)(=O)N1CCN(c2ccccn2)CC1	107.0	0.6	98.1	0.0	5.0	7.4	7.0	0.7	89.2
CCc1ccc(S(=O)(=O)N2CCN(c3ncccn3)CC2)cc1	75.2	1.8	88.6	0.0	-3.9	8.4	3.7	1.9	96.1
COc1cc(C(=O)OC(C)C(=O)NCC2CCCCC2)cc(NC(=O)c2ccco2)c1OC (centres undefined)	109.2	1.0	96.5	0.0	8.7	-2.6	-2.5	0.9	x
Cc1cc(C(=O)NCC(=O)OCC(=O)N(C)C2CCCCC2)ccc1[N+](=O)[O-]	84.4	1.4	105.2	0.0	0.8	11.7	-1.0	3.2	106.0
N/C(CCN1CCCCC1)=N/O	104.2	-0.4	x	10.0	9.8	5.6	-4.6	0.2	95.4
Cc1nc(-c2ccc(S(=O)(=O)NCc3ccccn3)s2)cs1	107.0	0.0	97.3	3.0	21.2	-10.1	-1.5	-2.1	103.1
O=S(=O)(c1ccc(OCc2nc3ccccc3s2)c(Cl)c1)N1CCOCC1	127.6	-0.1	101.4	2.0	11.2	-5.0	-5.0	0.4	93.2
COc1ccc(/C=C/C(=O)c2ccc3c4c(cccc24)CC3)cc1OC	75.8	-0.9	83.9	0.0	-0.7	1.5	3.7	-1.6	95.2
COc1nccnc1NS(=O)(=O)c1ccc(NC(=S)NC(=O)c2ccccc2)cc1	114.0	-0.8	x	1.0	8.6	2.7	11.0	5.7	x
COc1ccc(-c2c(C)nc(N)nc2-c2ccc(OCc3ccc(C)cc3)cc2O)cc1OC	98.1	0.1	104.1	0.0	10.4	2.2	7.8	7.7	104.0
CC(C)Oc1ccc(CCc2nnc(SC(C)C(=O)O)n2-c2ccccc2)cc1 (centres undefined)	98.2	-0.2	103.2	0.0	-13.0	-9.5	4.1	-1.3	104.4
COC(=O)C(Cc1c[nH]c2ccccc12)NC(=O)c1cccc(S(=O)(=O)N2CCCCC2)c1 (centres undefined)	109.0	x	94.9	4.0	31.0	3.8	-5.8	-6.3	101.2
O=C1NC(=O)/C(=C\c2ccccc2OCc2ccc([N+](=O)[O-])cc2)N1	95.2	-3.5	105.6	0.0	4.5	3.7	10.9	7.0	98.3
Cc1ccc(S(=O)(=O)NCC(=O)N(CC(=O)NCc2ccco2)Cc2ccc3c(c2)OCO3)cc1	107.3	-2.2	92.5	0.0	16.4	1.6	-4.2	5.8	98.0
CCOC(=O)c1c(NC(=O)C(F)(OC)C(F)(F)F)sc(C(=O)N2CCCCC2)c1C (centres undefined)	102.4	1.7	88.0	0.0	3.9	9.9	0.1	1.2	91.8
CCCCn1nnnc1SCC(=O)Nc1cccc(C)c1	116.3	0.9	100.5	5.0	-5.8	1.8	3.7	7.2	99.4
COc1ccc(C2C(=O)N(C3CCCCC3)CC(=O)N2Cc2ccc3c(c2)OCO3)cc1 (centres undefined)	109.0	-0.4	113.6	2.0	0.0	-6.2	5.8	7.1	x
O=C(NCc1cccnc1)c1ccc(-c2ccc(Cl)cc2)o1	112.7	-0.6	102.6	0.0	0.5	-0.3	-22.3	-7.8	99.0
O=C(CN1CCN(c2ccc(O)cc2)CC1)Nc1cc(S(=O)(=O)N2CCCC2)ccc1Cl	98.0	0.0	94.2	0.0	2.9	1.9	21.8	30.1	96.1
CC(C)CCn1cnc2c(cnn2-c2ccc(Cl)cc2)c1=O	96.1	2.1	92.8	0.0	-1.3	7.9	0.9	-1.4	94.7
Cc1ccccc1C(=O)NCCN1CCOCC1	107.3	-1.7	93.6	3.0	7.4	4.5	-3.4	-3.4	96.0
C/C(=C/C(=O)N1CCN(C)CC1)C(=O)O	97.0	-2.5	81.4	0.0	-336.3	3.5	-3.5	-2.8	89.1

Compounds from the list above containing a COOH group, in the order listed:
SMILES	CR mimetic SO	MEX-5 binding	CIT2 TOR yeast	GRK2 inh	VLA-4 inh	GLD-1 RNA inh	MCL1 BIM primary	Bcl-xL primary	AGP1 TOR yeast
O=C(O)/C=C/C(=O)Nc1ccc(SC(F)(F)C(F)(F)C(F)(F)F)cc1	96.0	1.1	74.9	4.0	-9.2	-0.5	7.9	5.5	83.0
Cn1cc(Br)c(-c2cccc(NC(=O)CC(C)(C)CC(=O)O)c2)n1	92.8	-1.9	93.9	0.0	17.5	-1.2	-2.4	2.3	95.2
O=C(O)CC1S/C(=N/N=C2CCCCC2)N(c2ccccc2)C1=O (centres undefined)	105.6	0.1	105.1	1.0	15.2	-4.2	-8.2	4.1	103.9
CCOC(=O)c1c(NC(=O)C2C3C=CC(C3)C2(C)C(=O)O)sc2c1CCCC2 (centres undefined)	99.2	0.7	93.3	64.0*	4.7	-0.8	17.1	3.5	90.5
CC(C)Oc1ccc(CCc2nnc(SC(C)C(=O)O)n2-c2ccccc2)cc1 (centres undefined)	98.2	-0.2	103.2	0.0	-13.0	-9.5	4.1	-1.3	104.4
C/C(=C/C(=O)N1CCN(C)CC1)C(=O)O	97.0	-2.5	81.4	0.0	-336.3	3.5	-3.5	-2.8	89.1
